# Screening results (PubChem)
# All columns: NCI-60 one-dose screen, growth in % after 48 h at 10 µM unless noted; 100 = growth as untreated, 0 = no growth, -100 = all killed.
# MDA-MB-435: MDA-MB-435 melanoma. actives 7.8% (n = 82,000)
# K-562: K-562 leukemia | actives 7.4% (n = 78,000) | AID 1794777
# CCRF-CEM: CCRF-CEM leukemia; AID 1794778; actives 7% (n = 77,000)
# HOP-62: HOP-62 NSCLC; AID 1794735; actives 3.9% (n = 80,000)
# RPMI-8226: RPMI-8226 leukemia cells; actives 7.5% (n = 77,000); AID 1794781
# HOP-92: HOP-92 NSCLC cells; actives 6.3% (n = 71,000)
# MOLT-4: MOLT-4 leukemia cells; actives 6.9% (n = 80,000)
# SR: SR leukemia cells; actives 8.7% (n = 73,000); AID 1794780
# Starred values were filed as active, the others as inactive; . = not tested or not shown; [ ] = dose if it differs, or a comment. How the source made its calls: active means growth percent below 10; inactive means the rest.
SMILES,MDA-MB-435,K-562,CCRF-CEM,HOP-62,RPMI-8226,HOP-92,MOLT-4,SR
O=S(=O)(Nc1cccc2[nH]cnc12)c1ccc(Br)cc1F,96,65,80,.,68,65,90,89
CCOC(=O)c1c(Nc2ccccc2)nn2c(-c3ccc4ccccc4c3)ccnc12,94,69,89,102,92,73,91,78
CCCC(=O)Nc1sc2c(c1C(N)=O)CCCC2,101,106,.,100,101,109,97,94
CCOC(=O)CNC1=C(Cl)C(=O)N(Cc2ccc(Cl)cc2)C1=O,105,106,102,98,97,93,98,105
CCOC(=O)c1nc(-c2ccccc2)oc1N(C)CC(O)C(O)C(O)C(O)CO (stereo not given),99,94,101,96,103,95,103,95
Cc1ccnc(NS(=O)(=O)c2ccc(Nc3ccnc(SCC(=O)c4ccc(C(F)(F)F)cc4)n3)cc2)n1,102,123,107,108,109,94,113,65
CC(=O)C1=C(O)C=C2Oc3c(C(=O)/C=C/c4cc(C(F)(F)F)cc(C(F)(F)F)c4)c(O)c(C)c(O)c3[C@]2(C)C1=O,-34*,-21*,-18*,-53*,-19*,-41*,-14*,-29*
O=C(/C=C/c1ccccc1)N(C1CCCCC1)C1CCCCC1,99,81,80,131,52,84,92,84
CC1SCCN(c2ccccc2)C1=O (stereo not given),105,99,104,105,104,90,97,99
CCC(=O)Cc1ccccn1,97,110,120,111,.,102,123,107
COc1cc(-c2ccc(N=Nc3c(O)c(C(=O)Nc4ccccc4OC)cc4ccccc34)c(OC)c2)ccc1N=Nc1c(O)c(C(=O)Nc2ccccc2OC)cc2ccccc12,100,91,9.3*,81,97,78,94,42
COc1cc(-c2nnc(-c3ccncc3)o2)cc(OC)c1OC,104,105,111,90,110,112,96,101
O=C(COc1ccc(NC(=O)Nc2ccccc2)cc1)N=Nc1c(O)[nH]c2ccc(Cl)cc12,100,.,.,113,113,107,.,.
NC1N=C(Nc2ccccc2)N=CC(c2cc3ccccc3oc2=O)=N1 (stereo not given),98,101,95,77,90,79,94,91
CC(C)OC(=O)NCc1ccccc1,109,113,90,97,105,102,111,123
Cc1c(N)ccc(-c2ccc(N)c(C)c2S(=O)(=O)O)c1S(=O)(=O)O,114,101,102,107,107,86,102,102
COc1ccc(C2C(C#N)=C(N)Oc3c2c(=O)n(C)c(=O)n3C)cc1 (stereo not given),111,114,89,101,99,101,106,89
O=C(CN1C(=O)C(=O)c2ccccc21)Nc1ccc(-c2nc3ccccc3s2)cc1,104,79,78,113,85,67,52,85
CC(CCC(=O)O)[C@H]1CCC2C3C(=O)C[C@@H]4CC(=O)CC[C@]4(C)C3CC(=O)[C@@]21C (stereo not given in full),96,94,103,112,99,96,97,97
COc1cc(C2CC(c3ccc(Cl)cc3)=NN2c2ccc(Cl)cc2)cc(OC)c1OC (stereo not given),93,94,85,100,83,58,68,99
COc1ccc(/C=C2\COc3ccc(O)cc3C2=O)c(OC)c1OC,25,18,8.1*,81,8.8*,102,73,17
CSC1=Nc2ccccc2N=C(N2CCCC2)C1,117,95,93,98,97,83,79,84
CN(C)CC(C(=O)c1ccccc1)c1ccccc1 (stereo not given),23,.,.,44,-34*,-0.7*,.,.
CC(C)(C)c1ccc(/C=C/C(=O)Nc2ccc(O)cc2)cc1,51,4.2*,.,52,60,106,29,.
C#CCOc1ccc(C(Nc2ccc(F)c(Cl)c2)c2nnnn2C2CCCCC2)cc1OC (stereo not given),101,88,98,87,93,71,74,99
O=[N+]([O-])c1ccc(O)c(C=NCCN=Cc2cc([N+](=O)[O-])ccc2O)c1,99,91,104,101,97,111,85,85
COc1ccccc1C(=O)NN1C(=O)/C(=C/C2=Cc3ccccc3OC2)SC1=S,110,101,94,106,89,87,100,92
CCN(CC)CCOC(=O)c1ccc(C)c(C)c1,106,98,98,90,102,99,87,94
Cc1ccccc1-n1nnc(C(=O)Nc2nc(-c3ccccc3)c(-c3ccccc3)s2)c1C,83[50 µM],53[50 µM],64[50 µM],85[50 µM],.,62[50 µM],67[50 µM],69[50 µM]
O=C(Nc1nc(-c2ccc(F)cc2)cc(-c2ccc(Cl)cc2)n1)c1cccnc1,96,87,105,103,66,136,93,94
c1ccc(-c2oc3ncnc(NCCCNc4ncnc5oc(-c6ccccc6)c(-c6ccccc6)c45)c3c2-c2ccccc2)cc1,99,84,101,88,108,95,92,111
O=C1c2ccccc2C(=O)N1c1ccccc1Cl,97,104,102,94,106,104,107,101
C/C(=N\Nc1ccc(S(N)(=O)=O)cc1)c1cc2ccccc2oc1=O,99,118,114,96,117,76,136,129
CCCCCCCCCCNC(=O)C(C)O (stereo not given),101,.,93,106,98,.,.,.
Clc1ccccc1-c1cnn2cc(-c3ccccc3)cnc12,45,67,89,86,87,83,84,60
O=CC(=O)C(C(=O)O)[N+](=O)[O-] (stereo not given),98,110,105,99,100,42,102,89
C=C(C)[C@@H]1CC[C@]2(C(=O)OC)CC[C@]3(C)[C@H](CC[C@@H]4[C@@](C)(CCc5nn[nH]n5)[C@H](C(=C)C)CC[C@]43C)[C@@H]12,-54*[100 µM],14[100 µM],1.9*[100 µM],-73*[100 µM],-0.8*[100 µM],-40*[100 µM],0.8*[100 µM],22[100 µM]
O=C(NCc1ccccn1)C(O)C(Cc1ccccc1)N(Cc1ccccc1)Cc1ccccc1 (stereo not given),95,54,68,90,61,78,66,70
COC(=O)C(OCc1ccccc1Br)C(=O)Nc1ccc([N+](=O)[O-])cc1 (stereo not given),102,96,97,98,100,96,99,103
O=C(c1cccc(C(=O)c2ccc3c4c(cccc24)C(=O)N(c2ccccc2)C3=O)c1)c1ccc2c3c(cccc13)C(=O)N(c1ccccc1)C2=O,107,90,90,101,72,86,91,57
CCOC(=O)C(C)NCc1ccccc1 (stereo not given),102,104,101,111,110,.,120,101
COc1ccc(-c2conc2-c2ccccc2)cc1,-45*,13,26,42,33,71,34,.
CCCNCCC(=O)Nc1ccc(Cl)cc1C,112,91,83,100,94,75,95,97
O=C1OCC/C1=C\OCCCO/C=C1\CCOC1=O,104,107,107,122,105,.,111,.
Clc1ccc(C2=NN=C3C(Cc4ccccc4)=Nc4ccccc4N3C2)cc1,73,30,.,83,49,87,61,25
O=C(Nc1ccccc1C(=O)N/N=C(\c1ccccc1)c1ccccn1)c1ccccc1,28,12,-2.6*,9.9*,21,35,2.5*,4.3*
CCO[Si](CC)(OCC)OCC,104,86,79,94,129,.,98,85
O=C(O)CCCCCNC(=O)c1ccccc1,100,89,102,96,108,97,103,90
COc1ccc(C(=O)CSc2nc(Nc3ccc(S(N)(=O)=O)cc3)c(C#N)c(C(C)C)n2)cc1,111,89,98,112,100,98,105,88
C/C(=N/O)[C@H]1CC[C@H]2[C@@H]3CCC4=C/C(=N\O)CC[C@]4(C)[C@H]3[C@H](O)C[C@]12C,107,93,83,112,68,110,90,113

# Next section
SMILES,MDA-MB-435,K-562,CCRF-CEM,HOP-62,RPMI-8226,HOP-92,MOLT-4,SR
S=c1sc2ccccc2n1CN(c1ccccc1)c1ccc2ccccc2c1,113,101,96,90,103,99,99,90
COc1ccc(-c2nc(NC(=O)CS(=O)(=O)c3ccc(F)cc3)sc2C)cc1,75,26,21,65,-1.0*,37,36,32
CCOCC(O)CN1CCN(c2ccccc2)CC1 (stereo not given),104,97,104,101,104,109,99,86
CCOC(=O)C1CCN(c2ccc(N3C[C@H](CNC(=O)c4ccc(C(=N)N)cc4)OC3=O)cc2)CC1,102,82,94,100,88,83,101,100
CC(C)OC1C=CCCC1 (stereo not given),113,96,.,112,103,121,94,87
Cc1cc(O)ccc1N=Nc1ccccc1,115,96,77,119,105,.,87,91
Oc1ccc2ccccc2c1N=Nc1ccccn1,50,15,.,30,.,.,11,8.2*
CC(=O)OC/C1=C\CC2CCC(C)(O)C(CC(O)/C(C)=C/CC1)C2(C)C (stereo not given),98,98,95,99,99,93,103,90
c1cnc2scc(Nc3ncnc4c3sc3ncccc34)c2c1,108,107,104,96,104,88,101,.
Cc1nn(-c2ccc(F)cc2)c(C)c1N=Nc1ccccc1,77,87,97,109,102,87,89,73

# In the list so far, three have a nitro group on carbon:
SMILES,MDA-MB-435,K-562,CCRF-CEM,HOP-62,RPMI-8226,HOP-92,MOLT-4,SR
O=[N+]([O-])c1ccc(O)c(C=NCCN=Cc2cc([N+](=O)[O-])ccc2O)c1,99,91,104,101,97,111,85,85
O=CC(=O)C(C(=O)O)[N+](=O)[O-] (stereo not given),98,110,105,99,100,42,102,89
COC(=O)C(OCc1ccccc1Br)C(=O)Nc1ccc([N+](=O)[O-])cc1 (stereo not given),102,96,97,98,100,96,99,103

# More records follow:
SMILES,MDA-MB-435,K-562,CCRF-CEM,HOP-62,RPMI-8226,HOP-92,MOLT-4,SR
O=C(CCCCCCNC(=O)C(O)(O)C(F)(F)F)Nc1ccc(Br)cc1,6.6*,15,24,-9.1*,21,-5.9*,13,8.6*
Cc1ccc(-c2cc(C(=O)NCc3ccccc3)nn2-c2ccc(S(C)(=O)=O)cc2)cc1,102,78,93,100,94,90,85,82
CCCCc1nc(Cl)c(C2CC(c3ccccc3)=NN2C=O)[nH]1 (stereo not given),101,90,101,96,93,84,83,100
COc1cc(C(=O)c2cc(C(C)=O)c3cccc(C)n23)cc(OC)c1OC,-30*,16,44,37,51,34,39,17
CCOC(=O)[C@@H]1C[C@H]1c1ccccc1,100,104,90,115,106,89,106,115
O=C1NC(=O)C(=Cc2cc(-c3ccc(Cl)cc3)n(-c3ccccc3)n2)C(=O)N1,94,91,93,99,92,94,92,94
CCOC(=O)C1=C(c2ccccc2)N=C2SC=C(c3ccc(Cl)cc3)N2C1c1ccc(Cl)cc1 (stereo not given),93,74,79,92,66,70,31,76
COc1ccc2[nH]c(=O)c(CN3CCN(c4nccc(-c5ccc(Cl)cc5)n4)CC3)cc2c1,98,70,85,80,74,101,75,70
O=C(Nc1ccc(NS(=O)(=O)c2ccc(F)cc2)cc1)C12CC3CC(CC(C3)C1)C2,96,75,84,104,89,106,78,75
COc1cccc2cc(-c3cc4ccccc4[nH]3)/c(=N/C(=S)Nc3ccc(Cl)cc3)oc12,84,104,.,52,124,11,100,99
O=C(Nc1ncc(Cc2ccccc2Cl)s1)c1ccc(OCc2ccccc2)cc1,70,38,89,85,95,94,97,56
O=C(C[N+](=O)[O-])c1ccccc1,108,120,.,99,104,88,108,118
COC(=O)CC1(C(=O)OC)Nc2cc(Cl)c(Cl)cc2S(=O)(=O)N1O (stereo not given),109,96,82,103,90,94,75,74
NC(CSC1(c2cccc3ccccc23)c2ccccc2-c2ccccc21)C(=O)O (stereo not given),84,93,87,106,89,71,96,83
S=C(Cc1ccc(-c2ccccc2)cc1)N1CCOCC1,99,95,92,94,96,83,100,101
O=C1N(O)C2(CCCCC2)/C(=N/O)C12CCCCC2,104,94,100,90,102,107,94,88
O=C(Nc1ccc(-n2cnc3cc(-c4ccc(O)cc4)ccc32)cc1)C1CC1,99,84,85,109,90,120,94,85
CC(=O)OCC1(C)CCC(C)CO1 (stereo not given),95,105,83,126,96,80,108,90
C[C@@H](c1ccc2c(c1)[nH]c1ccc(Cl)cc12)c1nc2ccccc2[nH]1,103,82,.,.,81,120,92,74
NS(=O)(=O)c1ccc(N=Nc2c(O)n(CC(=O)Nc3ccccc3Br)c3ccccc23)cc1,51,27,57,38,37,39,41,41
Nc1ccc(C(=O)C(=O)c2ccc(N)cc2)cc1,114,95,98,104,95,93,79,61
Cc1cc2c(c(C)c1Cl)C(=O)/C(=C/c1cccc(O)c1)O2,105,.,89,71,83,90,75,.
O=C(N/N=C\c1ccc(Cl)cc1Cl)c1ccc2nc(-c3ccc([N+](=O)[O-])cc3)[nH]c2c1,96,97,88,107,92,92,85,.
COc1ccc(-c2cc(NC(=O)Nc3ccc(C)cc3)no2)cc1,99,97,116,96,102,41,.,86
CC1(C)CC(=O)C2=C(O)C(=O)C=CC2(O)O1 (stereo not given),96,91,81,107,99,95,94,98
N#C/C(=C\c1ccc2ccccc2c1)C(=O)Nc1sc2c(c1C#N)CCC2,107,96,103,106,105,81,101,91
CCCCCCCCCCCCCCCCN=Cc1ccc(Cl)cc1Cl,109,104,94,99,93,.,113,109
Cc1ccccc1Cn1cc(CSc2nc3ccccc3o2)nn1,100,95,110,99,107,113,100,105
CC1=C(C)CS(=O)(=O)[C@@]2(C1)Cc1c(C)cccc1C2=O,110,104,103,99,102,101,103,101
C=CCOC(=O)C1=C(C)NC2=C(C(=O)CC(C)(C)C2)C1c1ccc(O)c(OC)c1 (stereo not given),107,101,98,94,.,.,88,89
Cc1cccc2c1NC(=O)C2=O,102,104,119,89,123,96,102,96

# Profiles as entered above:
# CC1=C(C)CS(=O)(=O)[C@@]2(C1)Cc1c(C)cccc1C2=O is listed with MDA-MB-435 = 110; K-562 = 104; CCRF-CEM = 103; HOP-62 = 99; RPMI-8226 = 102; HOP-92 = 101; MOLT-4 = 103; SR = 101
# CCCCCCCCCCCCCCCCN=Cc1ccc(Cl)cc1Cl is listed with MDA-MB-435 = 109; K-562 = 104; CCRF-CEM = 94; HOP-62 = 99; RPMI-8226 = 93; HOP-92 = .; MOLT-4 = 113; SR = 109
# O=C(N/N=C\c1ccc(Cl)cc1Cl)c1ccc2nc(-c3ccc([N+](=O)[O-])cc3)[nH]c2c1 is listed with MDA-MB-435 = 96; K-562 = 97; CCRF-CEM = 88; HOP-62 = 107; RPMI-8226 = 92; HOP-92 = 92; MOLT-4 = 85; SR = .

# As a working copy, some entries already given:
SMILES,MDA-MB-435,K-562,CCRF-CEM,HOP-62,RPMI-8226,HOP-92,MOLT-4,SR
Nc1ccc(C(=O)C(=O)c2ccc(N)cc2)cc1,114,95,98,104,95,93,79,61
Cc1cc2c(c(C)c1Cl)C(=O)/C(=C/c1cccc(O)c1)O2,105,.,89,71,83,90,75,.

# Pulled one by one from the list above (3):
SMILES,MDA-MB-435,K-562,CCRF-CEM,HOP-62,RPMI-8226,HOP-92,MOLT-4,SR
COc1ccc(-c2cc(NC(=O)Nc3ccc(C)cc3)no2)cc1,99,97,116,96,102,41,.,86
CC1(C)CC(=O)C2=C(O)C(=O)C=CC2(O)O1 (stereo not given),96,91,81,107,99,95,94,98
N#C/C(=C\c1ccc2ccccc2c1)C(=O)Nc1sc2c(c1C#N)CCC2,107,96,103,106,105,81,101,91
